PL synth Enamine – animal cell phospholipid biosynthesis inhibition, Enamine screen; ZR-82 CHO cells, pyrene fatty acid UV survival, CellTiter Blue; peroxisome-deficient CHO-K1 mutant line; plus DGAT-1, DGAT-2 and ACAT inhibitors; calls only at 10 µM; 20,000 tested, 0.4% active; AID 1347385;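 active means cell survival signal 2 SD away from solvent-only control wells, confirmed on one or two retests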;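 further: 3 h compound exposure then viability read about one day after UV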
Calls only; i = inactive; + = active, no number.

SMILES	PL synth Enamine
CC(C)CC(C(=O)NC(C)C12CC3CC(CC(C3)C1)C2)N1C(=O)C2CC=CCC2C1=O (stereo not given)	i
CCn1c(O)c(C=Nc2c(C)nn(C)c2C)c(=O)n(CC)c1=S	i
Oc1c(N=Nc2ccccc2)cc2c3c1CCCN3CCC2	i
COc1ccc(C2=Nn3cc(-c4ccccc4)nc3SC2)cc1OC	i
CCc1cc2c(ncn3cnnc23)s1	i
O=C(OCc1nc(-c2ccsc2)no1)c1cc(Br)c[nH]1	i
FC(F)(F)c1ccnn1-c1nc(-c2cc3ccccc3o2)cs1	i
NC1=NC(c2cc(Cl)c3c(c2)OCO3)n2c(nc3ccccc32)N1 (stereo not given)	i
CCCCN(CCCC)c1nc(N)ncc1[N+](=O)[O-]	i
c1ccc2cc(N=Nc3c4[nH]c5ccccc5nc-4c4ccccc34)ccc2c1	i
COP(=O)(OC)c1c(C)nn(-c2c(Cl)cc(C(F)(F)F)cc2Cl)c1C	i
C=CCNC(N)=O	i
CCCCCCCCC1=NN2CCS(=O)(=O)N=C2S1	i
CCc1nnc2n1N=C(c1ccc(Cl)cc1Cl)CS2	i
Brc1ccc(-c2ccc(Br)cc2)cc1	i
CC1=Cc2nc3ccccc3n2C2(C(F)(F)F)OC(c3cccnc3)=NN12 (stereo not given)	i
Cc1cc(C)cc(-c2nnc(SCc3cc4c(cc3Br)OCO4)o2)c1	i
Cc1cc(C(=O)COC(=O)C23CC4CC(CC(O)(C4)C2)C3)c(C)n1C1CC1	i
COc1cc(/C=N/Nc2nc(C(Cl)(Cl)Cl)nc3ccccc23)cc(OC)c1OC	i
NCC(CCC(=O)O)C(F)(F)F (stereo not given)	i
CC(=O)NNC(N)=S	i
CN(C)c1ccc(/C=C2\SC(=S)NC2=O)s1	i
COc1ccc(C2=N/C(=C\c3ccc(OC(F)F)cc3)C(=O)O2)cc1	i
COc1ccc(NC(=S)Nc2ccc(OC(F)F)cc2)cn1	i
FC(F)(F)c1ccc(Oc2ccc(Cl)c3cccnc23)nc1	i
SMILES	PL synth Enamine
COc1ccc2nc(NS(=O)(=O)c3cc(Br)ccc3Br)sc2c1	i
Cn1cnc2c1c(=O)n(CCCSc1ncnc3sccc13)c(=O)n2C	i
Fc1ccc(N2C(=S)[N+](CN3CCN(Cn4nc(-c5ccc(Cl)cc5Cl)n(-c5ccc(F)c(Cl)c5)c4=S)CC3)=NC2c2ccc(Cl)cc2Cl)cc1Cl (stereo not given)	i
CCCC(=O)OCC(=O)NC(=O)NC(C)(C)C	i
Cn1c(=O)c2c(ncn2CC(=O)N2CCCC2=O)n(C)c1=O	i
CCOC(=O)c1[nH]c(COC(=O)/C(=C/c2cccs2)c2cccs2)c(C(=O)OCC)c1C	i
COc1ccc(OCCSc2nnc3sc4ccccc4n23)cc1	i
FC(F)n1nc(-c2ccccc2)n(-c2ccccc2)c1=S	i
Cn1c(SCC(=O)c2c(N)n(C3CC3)c(=O)[nH]c2=O)nnc1C1CC1	i
Cc1csc(SCc2nc3sc4c(c3c(=O)[nH]2)CCC4)n1	i
NC(=O)c1c(NC(=O)C2CC=CCC2)sc2c1CCCC2 (stereo not given)	i
Cc1cc(C)c(C)c(S)c1C	i
Cc1csc2nc(CSc3ncccn3)cc(=O)n12	i
CC1(C)CC(N2CCCC2)=CC(=[N+]2CCCCCC2)C1	i
CCN(CC(=O)NC1CCS(=O)(=O)C1)Cn1nc2c(Cl)cc(Cl)cn2c1=S (stereo not given)	i
c1csc(CSc2nc3ccccc3s2)c1	i
CCNC1CCS(=O)(=O)C1 (stereo not given)	i
CC1CC(C)C[N+](=C2C=C(N3CCCC3)CC(C)(C)C2)C1 (stereo not given)	i
CCn1c(=S)[nH]c2scc(-c3cccs3)c2c1=O	i
Cc1cccn2c(=O)cc(CSc3nnc(NC4CC4)s3)nc12	i
Cn1c(-c2ccncc2)nn(CN2CCN(S(=O)(=O)c3ccccc3F)CC2)c1=S	i
Cc1nc(N)sc1-c1ccc([N+](=O)[O-])o1	i
c1ccc2oc(SCc3cn4ccsc4n3)nc2c1	i
Cc1ccc(C)c(C2C=C(c3ccccc3)Nc3ncnn32)c1 (stereo not given)	i
CC(C)N1CCC(=NNc2ccnc3cc(Cl)ccc23)CC1	i
SMILES	PL synth Enamine
NS(=O)(=O)c1ccc(N/N=C/C2CCCCC2)c([N+](=O)[O-])c1	i
CCN1C(=O)C(=C2C=C(C)N(CCO)C(C)=C2)C(=O)N(CC)C1=S	i
COc1ccc(/C=N/OCc2ccc(Cl)c(Cl)c2)c(OC)c1	i
Clc1ccc(C2=Nn3c(Cc4ccc(Br)cc4)nnc3SC2)cc1	i
Cc1ccc(S(=O)(=O)c2c(N)n(C(C)c3ccccc3)c3nc4ccccc4nc23)cc1 (stereo not given)	i
O=c1c(Cl)c(Cl)cnn1-c1ccccc1	i
Cc1cc2oc(=O)cc(CN3CC(C)OC(C)C3)c2cc1C(C)C (stereo not given)	i
COc1cc2c(cc1OC)CN(CN1C(=O)CN(C)C1=O)CC2	i
O=[N+]([O-])c1cc(C2SCCS2)ccc1Cl	i
O=C(OCC(=O)N1CCCC1)c1ccc(-c2ccc(C(=O)OCC(=O)N3CCCC3)s2)s1	i
CC/C(C)=N/N=c1\sc2ccccc2n1C	i
O=C(O)C1CSC(c2cccs2)N1 (stereo not given)	i
O=c1c(-c2ccc3c(c2)OCCO3)c(C(F)(F)F)oc2cc(O)ccc12	i
O=S(=O)(c1ccccc1)N1CCC2(CC1)OCCO2	i
CC(C)c1ccc2c(c1)C(c1cnn(C(C)C)c1NC(=NC1CC1)c1ccc(F)cc1)(c1cnn(C(C)C)c1NC(=NC1CC1)c1ccc(F)cc1)C(=O)N2 (stereo not given)	i
Cn1cnc2c1c(=O)n(CCCn1nc(C(=O)O)c3ccccc3c1=O)c(=O)n2C	i
Cc1ccc2nc(COC(=O)C3=COCCO3)cc(=O)n2c1	i
Fc1c(F)c(F)c(N=Cc2ccc3ncccc3c2)c(F)c1F	i
O=S(=O)(Nc1ccc(Br)cn1)c1ccc2ccccc2c1	i
CCC1(C)NC(=O)N(/N=C/c2c(F)c(F)c(F)c(F)c2F)C1=O (stereo not given)	i
CSCCCNC(=S)N(C1CCS(=O)(=O)C1)N(C)C (stereo not given)	i
S=c1cc(-c2ccccc2)oc2c1CCCC2	i
Nc1c2c(nn1-c1c(Cl)cc(Cl)cc1Cl)CCCn1c-2nc2ccccc2c1=O	i
O=C(/C=C/c1cccs1)c1cccs1	i
CN(C)Cc1nc(=S)c2ccccc2[nH]1	i
SMILES	PL synth Enamine
O=C(CCN1c2ccccc2Sc2ccccc21)OCn1nnc2ccccc2c1=O	i
C=CCSc1nnc(NC(=O)C2CCC2)s1	i
Cc1cc2nn(CN3CCCC(C)C3)c(=S)n2c2ccccc12 (stereo not given)	i
Cc1ccn2c(=O)cc(CSc3nnnn3C3CC3)nc2c1	i
CCOC(=O)c1c(N=CN(C)C)sc(C)c1C	i
O=S1(=O)CC2SC(=S)N(c3cccc(Br)c3)C2C1 (stereo not given)	i
O=c1c2ccccc2nnn1CSc1nc2ccccc2nc1SCn1nnc2ccccc2c1=O	i
CC(=O)c1c(C)[nH]c(C(=O)CSc2nnnn2C2CCCC2)c1C	i
COCCN=c1scc(-c2cc(OC)ccc2OC)n1/N=C1\CCc2ccccc21	i
O=C(COC(=O)/C=C/C(=O)OCC(=O)NC1CCCC1)NC1CCCC1	i
Cc1cc(C)c(S(=O)(=O)N2CCn3cccc3C2C)c(C)c1 (stereo not given)	i
O=C(NC(=S)NC1CCCCC1NC(=S)NC(=O)c1ccco1)c1ccco1 (stereo not given)	i
Cc1cc(C(=O)CSCc2cc(=O)n3c(C)csc3n2)c(C)n1C1CC1	i
C=CCn1c(SCc2nc(-c3cccs3)no2)nnc1C1CCCCC1	i
S=C1N=C(c2ccc(Cl)cc2)NC1=P(c1ccccc1)(c1ccccc1)c1ccccc1	i
Clc1ccc2nc(COc3cc(Cl)c(Cl)cc3Cl)[nH]c2c1	i
O=C1NC(c2ccccc2)=C(c2nc3ccccc3[nH]2)C(c2ccccc2I)N1 (stereo not given)	i
O=c1/c(=C/c2ccco2)sc2nc3ccccc3n12	i
S=c1n(CN2CCCC2)nc2sc3ccccc3n12	i
Oc1c(C(Nc2ncccn2)c2ccc(F)cc2)ccc2cccnc12 (stereo not given)	i
Fc1ccc(NC(=S)NN=C2c3ccccc3-c3ccccc32)c(F)c1	i
Clc1cccc(C2=NNC(=Nc3ccccc3Cl)SC2)c1	i
O=c1[nH]c(O)c(C=Nc2ccc([N+](=O)[O-])cc2)c(=O)[nH]1	i
CCCn1nc(C(=O)NNC(=O)c2ccc(Br)s2)ccc1=O	i
O=C1CSC2=NCN(c3ccc(I)cc3)CN12	i
SMILES	PL synth Enamine
O=C(COC(=O)CNC(=O)C1CCCCC1)NC1CCCC1	i
OCCN(CCO)CC(O)COc1ccc2c(c1)OCO2 (stereo not given)	i
C=CCN(C(=O)CCc1nc2c(c(=O)[nH]c(=O)n2CCC)n1CCCC)c1nc2c(s1)CCCC2	i
Cc1sc2nc(SCC(=O)Nc3sc4c(c3C(N)=O)CCC4)[nH]c(=O)c2c1C	i
O=C1Nc2ccccc2C1=NC1CCS(=O)(=O)C1 (stereo not given)	i
c1ccc2c(N=Nc3c4[nH]c5ccccc5nc-4c4ccccc34)cccc2c1	i
FC(F)(F)c1nc2n(n1)C(c1ccc(Cl)cc1)C(c1nc3ccccc3s1)=C(c1ccccc1)N2 (stereo not given)	i
S=c1[nH]nc(-c2ccc(Cl)cc2)n1CC1CCCO1 (stereo not given)	i
CCn1c(CN2CCCCCC2=O)n[nH]c1=S	i
O=S(=O)(c1ccc2oc(=S)[nH]c2c1)N1CCCCC1	i
OC1(c2ccc(Br)cc2)CN(c2ccccc2)C2=[N+]1CCCS2 (stereo not given)	i
Cc1ccc(C)n1-n1cnc2sc3c(c2c1=O)CCC(C)C3 (stereo not given)	i
Cc1sc2nc(C(C)NC(C)C)[nH]c(=O)c2c1C (stereo not given)	i
Cc1cc(C)cc(Nc2nc(-c3ccc(F)cc3)cs2)c1	i
c1cncc(-c2nc(Sc3nnnn3C3CCCC3)c3ccccc3n2)c1	i
O=C(Cn1cnc2sccc2c1=O)NCc1cccs1	i
NC(=O)c1c(NC(=O)CN2CCCCCC2)sc2c1CCC2	i
CN=c1scc(-c2ccc(Br)cc2)n1/N=C/c1cc(C)ccc1C	i
O=C(COC(=O)c1cc2c(s1)CCC2)NC(=O)NC1CCCCC1	i
CCCCn1c(N)c(N(CCC)C(=O)Cc2c(F)c(F)c(F)c(F)c2F)c(=O)[nH]c1=O	i
CCn1c(C)cc(C(=O)CSc2nnnn2C)c1C	i
CCCCN1C(=O)N(C)C2NC(=S)NC21 (stereo not given)	i
CC(C)OC(=O)CN1C(=O)C(=O)N(C(C)C)C1=O	i
COc1cc(CNC2CC2)cc(Cl)c1OC	i
CN1CCN(Nc2ncnc3sc4c(c23)CCCC4)CC1	i
SMILES	PL synth Enamine
CSC(=NS(=O)(=O)c1cccs1)Nn1cnnc1	i
C=CCN(Cc1nc2c(Br)cc(Br)cc2c(=O)[nH]1)Cc1nc2c(Br)cc(Br)cc2c(=O)[nH]1	i
Cc1ccc(C2=C(c3ccc(C)cc3)N3CCS(=O)(=O)N=C3S2)cc1	i
O=S(=O)(c1ccccc1)c1nc(N2CCc3ccccc3C2)sc1Cl	i
COCCn1c(C)cc(C(=O)COC(=O)c2ccc([N+](=O)[O-])o2)c1C	i
CCCN(Cc1nnc(-c2cccs2)o1)C(=O)Cn1nnc(-c2cccs2)n1	i
Oc1c(C(Nc2ccccn2)c2ccccc2)ccc2cccnc12 (stereo not given)	i
CNS(=O)(=O)c1cccs1	i
O=S(=O)(c1c(F)cccc1F)N1CCCC2CCCCC21 (stereo not given)	i
CCOC(=O)C1=C(N)OC2=C(C(=O)CC(C)(C)C2)C1C1CCCCC1 (stereo not given)	i
O=S(=O)(c1ccc2oc(=S)[nH]c2c1)N1CCOCC1	i
O=C1Nc2ccccc2/C1=N\N=C\C1=C(N2CCOCC2)C(=C\c2ccccc2)/CC1	+
Clc1cc2c(c3ncccc13)OCN(CCCN1CCOCC1)C2	i
CCOC(=O)c1[nH]c(COC(=O)C2(C)CC2(Cl)Cl)c(C(=O)OCC)c1C (stereo not given)	i
O=P(Nc1ccccc1)(OCC(Cl)(Cl)Cl)OCC(Cl)(Cl)Cl	i
COCCn1c(O)c(C=Nc2nc(CC(=O)OC)cs2)c(=O)[nH]c1=S	i
O=C(CSc1ncnc2sccc12)N1CCN(C(=O)c2cccs2)CC1	i
Cc1cc(=O)[nH]c(NNC2=CC(=[N+]3CCOCC3)CC(C)(C)C2)n1	i

Shown in CSV form: part of the list above
smiles,PL synth Enamine
CCCCN1C(=O)N(C)C2NC(=S)NC21 (stereo not given),i
CC(C)OC(=O)CN1C(=O)C(=O)N(C(C)C)C1=O,i
COc1cc(CNC2CC2)cc(Cl)c1OC,i
CN1CCN(Nc2ncnc3sc4c(c23)CCCC4)CC1,i
CSC(=NS(=O)(=O)c1cccs1)Nn1cnnc1,i
C=CCN(Cc1nc2c(Br)cc(Br)cc2c(=O)[nH]1)Cc1nc2c(Br)cc(Br)cc2c(=O)[nH]1,i
Cc1ccc(C2=C(c3ccc(C)cc3)N3CCS(=O)(=O)N=C3S2)cc1,i
O=S(=O)(c1ccccc1)c1nc(N2CCc3ccccc3C2)sc1Cl,i
COCCn1c(C)cc(C(=O)COC(=O)c2ccc([N+](=O)[O-])o2)c1C,i
CCCN(Cc1nnc(-c2cccs2)o1)C(=O)Cn1nnc(-c2cccs2)n1,i
Oc1c(C(Nc2ccccn2)c2ccccc2)ccc2cccnc12 (stereo not given),i
CNS(=O)(=O)c1cccs1,i
O=S(=O)(c1c(F)cccc1F)N1CCCC2CCCCC21 (stereo not given),i
CCOC(=O)C1=C(N)OC2=C(C(=O)CC(C)(C)C2)C1C1CCCCC1 (stereo not given),i
O=S(=O)(c1ccc2oc(=S)[nH]c2c1)N1CCOCC1,i
O=C1Nc2ccccc2/C1=N\N=C\C1=C(N2CCOCC2)C(=C\c2ccccc2)/CC1,+
Clc1cc2c(c3ncccc13)OCN(CCCN1CCOCC1)C2,i
CCOC(=O)c1[nH]c(COC(=O)C2(C)CC2(Cl)Cl)c(C(=O)OCC)c1C (stereo not given),i
O=P(Nc1ccccc1)(OCC(Cl)(Cl)Cl)OCC(Cl)(Cl)Cl,i

High-throughput results (PubChem)

The list is partial (hit frequency here may not be typical).
